PMI act satM6P = increases human PMI activity with near-saturating mannose 6-phosphate. activation factor at 20 µM. 0.34% of 190,000 active. P34949. coupled PMI enzyme assay, resazurin fluorescence, 20 min; stronger effect = higher value; 1 = untreated enzyme, 0 = substrate-free blank;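 active means activation factor of 2 or more at 20 µM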
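Test system: Human PMI in coupled enzyme assay | Input: 15 ng/mL PMI | Medium: HEPES-buffered pH 7.4 with magnesium and detergent | Compound: One concentration, 20 µM, in 1% DMSO | Incubation: Enzyme reaction with compound 20 min at room temperature | Detection: Diaphorase-driven resazurin-to-resorufin fluorescence, excitation 544, emission 590 nm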
S1P3 antag = S1P3 (human) receptor antagonism | CHO S1P3 NFAT-BLA reporter, FRET fluorescence, antagonist mode | 0.27% of 170,000 active | inhibition, % at 4.98 µM | AID 485 | Q99500;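 active means inhibition above the plate cutoff, the mean inhibition of test wells on that plate plus 3 SD, cut at about 28% in these data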;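 further: cells challenged with S1P at its EC80 of 0.8 µM; blue over green emission ratio from cleaved BLA substrate after 4 h stimulation; 0% = S1P-stimulated wells and 100% = unstimulated DMSO-only wells; some compounds past the cut are filed as inactive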
Diaphorase inh = diaphorase inhibition or chemical oxidation counter-screen | diaphorase resazurin-to-resorufin fluorescence, NADH, 16 min; bacterial (C. kluyveri) enzyme, not human | inhibition, % at 20 µM | 0.69% of 190,000 active | AID 1217;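 active means primary screen inhibition at 20 µM above a set limit, cut at about 50% in these data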;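 further: plate controls were DMSO with full reaction for no effect and wells lacking NADH for full effect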
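System: Bacterial diaphorase enzyme (C. kluyveri) | Incubation: 16-min room-temperature incubation before reading | Benchmarks: No-NADH positive control and DMSO neutral control | Measured by: Resorufin fluorescence 544/590 nm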
Hsp70 activator = switches on Hsp70 transcription; HeLa Hsp70 promoter luciferase reporter, luminescence; scaled: vehicle 0, proteasome-inhibitor control 100%; activation, % at 10 µM; 0.04% of 200,000 active;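 active means activation above the mean across all tested compounds plus 3 SD, cutoff set per campaign, cut at about 5.5% in these data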;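 further: 100% = MG132 at 30 µM as the positive control and 0% = DMSO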
Lmaj promast = Leishmania major promastigote growth inhibition | Leishmania major promastigotes, resazurin fluorescence viability | inhibition, % at 10 µM | 9% of 200,000 active | AID 1063;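 further: promastigotes grown with compound for 44 hours at 28 °C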
DTT redox prof = compounds producing H2O2 with reducing agent – biochemical, NIH compound library profiling, artefact control for MLSCN library redox annotation, primary screen | DTT-dependent redox cycling H2O2, phenol red/HRP absorbance; 100% = 100 µM peroxide control, 0% = buffer | activation, % at 10 µM | 0.03% of 200,000 active;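 active means activation of at least 50% relative to the plate's high and low controls in the primary single-dose screen; inactive means activation below 50%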;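 further: compound incubated with DTT at 0.8 mM final as the reducing agent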
PMI activator = phosphomannose isomerase (human) activation; 0.005% of 190,000 active; P34949; purified human PMI, coupled resazurin fluorescence, 20 min; stronger effect = higher value; 1 = vehicle control, 0 substrate-free wells; activation factor at 20 µM;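 active means activation factor of 2 or more at 20 µM, relative to plate controls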
TLR4-MyD88 BLA = blocks binding of human TLR4 to MyD88 | O00206+Q99836 | HeLa CL3-4 TLR4/MyD88 BLA complementation, FRET ratio | inhibition, % at 8.4 µM | 0.18% of 200,000 active; in the data active means inhibition above about 25%;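 further: 0% = vehicle and 100% = reference inhibitor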
Target sequence (O00206 whole entry, looked up): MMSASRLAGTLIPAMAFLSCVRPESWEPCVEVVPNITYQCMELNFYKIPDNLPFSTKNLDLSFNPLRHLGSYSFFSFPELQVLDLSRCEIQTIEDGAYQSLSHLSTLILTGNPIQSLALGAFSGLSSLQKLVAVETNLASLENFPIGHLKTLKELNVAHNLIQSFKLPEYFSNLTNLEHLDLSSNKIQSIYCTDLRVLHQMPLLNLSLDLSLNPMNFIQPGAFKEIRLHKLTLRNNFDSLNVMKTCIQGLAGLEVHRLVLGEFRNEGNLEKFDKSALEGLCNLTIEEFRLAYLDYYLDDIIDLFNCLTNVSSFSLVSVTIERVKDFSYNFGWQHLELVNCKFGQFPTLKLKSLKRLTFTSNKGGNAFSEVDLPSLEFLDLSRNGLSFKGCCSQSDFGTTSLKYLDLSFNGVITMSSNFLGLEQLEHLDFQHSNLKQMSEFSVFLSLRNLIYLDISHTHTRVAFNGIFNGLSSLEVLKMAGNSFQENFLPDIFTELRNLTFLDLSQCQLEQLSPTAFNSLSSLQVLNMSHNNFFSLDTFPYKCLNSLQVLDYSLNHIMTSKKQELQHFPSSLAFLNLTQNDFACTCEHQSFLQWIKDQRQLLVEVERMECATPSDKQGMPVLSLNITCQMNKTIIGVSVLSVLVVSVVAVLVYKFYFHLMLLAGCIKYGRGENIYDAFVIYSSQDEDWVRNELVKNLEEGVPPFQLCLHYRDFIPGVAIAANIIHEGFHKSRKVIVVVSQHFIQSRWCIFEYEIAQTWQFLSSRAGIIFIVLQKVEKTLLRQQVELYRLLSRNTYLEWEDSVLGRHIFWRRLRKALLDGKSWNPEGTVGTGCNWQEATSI
Target sequence (Q99836 whole entry, looked up): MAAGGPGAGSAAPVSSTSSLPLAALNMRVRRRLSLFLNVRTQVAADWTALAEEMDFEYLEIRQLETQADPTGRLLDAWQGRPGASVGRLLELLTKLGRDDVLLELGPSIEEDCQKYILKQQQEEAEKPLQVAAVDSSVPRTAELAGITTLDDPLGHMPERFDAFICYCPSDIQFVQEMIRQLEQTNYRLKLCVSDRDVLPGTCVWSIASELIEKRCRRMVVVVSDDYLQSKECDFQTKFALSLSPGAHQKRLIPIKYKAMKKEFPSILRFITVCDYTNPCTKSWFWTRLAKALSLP
RAM inhibit = yeast RAM network inhibition; S. cerevisiae dse1pr::URA3 reporter, 5-FOA growth OD615, 2 d; analog-sensitive cbk1-as2 kinase mutant strain; inhibition, % at 50 µM; 1.8% of 190,000 active;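 active means inhibition above a set limit, 3 SD over mean compound inhibition, cut at about 8.4% in these data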;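 further: 0% = DMSO-only wells with no growth and 100% = 10 µM 1-NA-PP1 full growth; inhibition rescues growth on 5-FOA so higher OD means more RAM inhibition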
G6PDH counter = counter-screen for G6PDH assay hits: L. mesenteroides G6PDH inhibition. Purified L. mesenteroides G6PDH, diaphorase/resazurin coupled fluorescence, 45 min. inhibition, % at 5 µM. 0.12% of 200,000 active
Diaph act CS = activates diaphorase or chemically reduces, flagging diaphorase assay artifacts; Diaphorase/resazurin coupled assay, resorufin fluorescence, 16 min; stronger effect = higher value; 1 = vehicle wells, 0 = NADH-free wells; activation factor at 20 µM; 0.005% of 190,000 active;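 active means diaphorase activity raised at least twofold by the compound at 20 µM; inactive means activation factor below 2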
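test system = bacterial diaphorase enzyme (C. kluyveri) | quantity = enzyme 0.07 U/mL final | reagent = NADH substrate 0.114 mM plus resazurin dye 0.1 mM, final | incubation = 16 min enzyme reaction, ambient temperature | buffer or medium = HEPES pH 7.4 buffer with MgCl2 and Tween 20 | signal = fluorescence of resorufin, 544 nm excitation, 590 nm emission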
* hit, by the source's call; · = not tested or not shown. Unless noted, no stated cut-off is given here; in the data, active means inhibition above about 50%; inactive means the rest.

SMILES	PMI act satM6P	S1P3 antag	Diaphorase inh	Hsp70 activator	Lmaj promast	DTT redox prof	PMI activator	TLR4-MyD88 BLA	RAM inhibit	G6PDH counter	Diaph act CS
COc1ccc(OCCCC(=O)Nc2cccc(C(C)=O)c2)cc1	1	6	6	-0.1	-1	0.4	1	-3	0.1	-5	0.9
COc1ccccc1Oc1ncnc2sccc12	1	-15	-4	-0.2	-1	-0.7	1	-10	-0.4	3	1
Cc1ccn2c(NC3CCCCC3)c(C(C)C)nc2c1	1	·	5	-0.1	28	-0.7	1.2	15	-0.2	2	1
COC(=O)c1ccc(C(=O)OCc2nc3cc4ccccc4cc3[nH]2)cc1	1	·	-2	0.1	-5	0.6	1	8	3.0	6	1
COc1ccc2[nH]cc(CCn3ccc(O)c(C/C=C/c4ccccc4)c3=O)c2c1	0.8	7	28	0.1	100*	-1.4	0.8	-14	3.7	9	0.7
CCOC(=O)COc1ccc(S(=O)(=O)NCc2ccco2)cc1	1.2	0	11	-0.1	-2	2.1	1	16	0.0	10	0.9
Cc1noc(C)c1CN(C(=S)NC1CC2CCC1C2)c1ccccc1 (stereo unspecified)	1	5	0	-0.2	8	-1.9	0.9	-5	7.0	7	1
CN1C(=O)C2CN(CCc3ccccc3)CNC2N(C)C1=O (stereo unspecified)	1	-5	9	-0.1	14	-0.3	1	4	0.8	-2	0.9
COc1cccc(SCC2CSc3nc4ccccc4c(=O)n32)c1 (stereo unspecified)	1.1	9	-7	-0.1	-1	-0.6	1.1	-21	0.0	6	1.1
CC1(C)Cc2cccc(OCC(=O)N3CCN(c4ccccc4)CC3)c2O1	0.9	-7	12	-0.2	-3	0.1	0.9	4	0.0	-10	0.9
CCCc1c(C)c(C#N)c2nc3ccccc3n2c1NCCCN1CCOCC1	0.8	·	9	-0.3	3	0.6	0.9	1	0.0	7	0.9
CC1(C2CC2)NC(=O)N(CC(=O)Nc2ccccc2-c2ccccc2)C1=O (stereo unspecified)	1	-13	2	-0.3	1	-0.5	1	-3	-0.6	-4	1
CCOC(=O)c1cnc2ccc(OCC)cc2c1N1CCN(c2ccccc2OC)CC1	0.9	·	25	0.0	32	0.0	0.8	-1	1.0	9	0.8
CC(=O)c1cccc(S(=O)(=O)N2CCN(c3ccccc3F)CC2)c1	1.1	6	5	-0.1	1	-2.5	1.1	-11	1.8	0	0.9
O=C(Cc1cn2ccsc2n1)Nc1cccc2cnccc12	0.9	10	24	0.4	-7	-0.3	1	-1	1.5	14	0.8
O=C(Nc1cccc2ccccc12)/C(=C/c1cccc([N+](=O)[O-])c1)NC(=O)c1cccs1	0.9	-4	14	0.0	7	0.7	0.9	0	1.2	-25	0.9
COc1ccc(OC)c(NC(=O)CSc2nc3ccccc3c(=O)n2CCNC(C)=O)c1	1.1	0	-1	0.0	1	-4.0	1.2	4	7.8	1	1
c1ccc(-n2nnnc2NC2CCCCC2)cc1	1	·	-4	-0.3	2	5.4	1	1	1.8	-13	1
O=C(COC(=O)c1cccnc1)c1ccc(Cl)c(Cl)c1	0.9	·	14	-0.1	-12	0.0	1	-4	3.1	4	0.9
COc1ccc(NC(=O)CN2CCC(C(N)=O)CC2)cc1	1	1	8	0.1	-4	0.1	0.9	-7	0.9	-5	0.9
CCOC(=O)c1c(NC(=O)c2ccco2)sc2c1CCCC2	1	0	-4	-0.3	-8	0.9	1	2	1.0	4	1
CCN(c1ccccc1)S(=O)(=O)c1ccc(Oc2ccc(-n3ccnc3)cc2)nc1	·	-40	·	-0.1	76*	1.4	·	4	1.2	·	·
O=C(CSc1nc(-c2ccc(F)cc2)cc(C(F)(F)F)n1)NCc1ccco1	0.9	·	5	-0.6	-1	0.7	0.9	-1	2.9	4	1
CN1CCN(C(=O)C23CC4CC(C2)CC(c2ccccc2)(C4)C3)CC1	0.9	-17	9	-0.2	18	0.4	0.9	-15	2.7	10	0.9
COc1ccc(N(C)S(=O)(=O)c2ccc3c(c2)CCC(=O)N3)cc1	1	-48	15	-0.3	-2	-14	0.9	-3	0.4	-4	0.8
CC1=C(C(=O)Nc2ccccc2)C(c2ccc(C)o2)n2ncnc2N1 (stereo unspecified)	1	-14	7	-0.3	-9	-2.5	1	14	0.8	10	0.9
Cc1ccc(NC(=O)Nc2ccccc2C(=O)NCc2ccccc2)cc1	1	·	22	0.1	-3	0.1	0.9	-1	4.8	-1	0.8
Cc1ccc(NC(=O)c2oc3ccc(S(=O)(=O)N4CCOCC4)cc3c2C)c(C)c1	1.2	0	-21	0.3	-4	-1.2	1.4	3	9.4*	-2	1.2
COc1ccccc1CNc1nc2nc(C)cc(=O)n2[nH]1	1	-11	8	0.0	-11	0.0	0.9	11	-0.8	10	0.9
O=C(Nc1cccc(F)c1)c1ccc2c(c1)OCO2	0.9	7	7	0.0	1	2.0	0.9	-3	-0.5	-5	0.9
c1ccc(-c2nnc(CSc3nc4ccccc4[nH]3)o2)cc1	1.1	-40	14	-0.4	6	-1.2	1.1	3	1.3	-1	0.9
COc1ccc(-c2cnc3nc(/N=C/N(C)C)nn3c2/N=C/N(C)C)cc1	1	-32	4	0.0	6	-1.1	1.1	-7	-0.7	0	1
O=C(Cc1nc2ccccc2s1)c1ccc(O)cc1O	1.2	-2	9	-0.2	-4	1.1	1.1	15	-0.5	-18	0.9
COCCNC(=O)CSc1nc2cc(OC)c(OC)cc2c(=O)n1Cc1ccc(OC)cc1	1	·	11	-0.4	-1	3.1	1	1	0.7	9	0.9
O=c1[nH]c(SCc2ccc(Cl)cc2)nc2ccsc12	1.1	-14	1	0.2	-15	-2.5	1.2	1	3.6	0	1
CC(=O)Nc1cccc(NC(=O)c2c(-c3ccccc3Cl)noc2C)c1	1	-1	12	-0.3	-3	-2.6	0.9	2	0.0	0	0.9
c1ccc2c(c1)nc(CN1CCOCC1)n1c3ccccc3nc21	1.1	·	14	-0.2	12	0.6	1	-3	2.4	6	0.9
Cc1cc2cc(CNC(=O)c3cccs3)ccc2n1C	0.8	0	13	0.3	-3	0.0	1.1	-4	4.5	7	0.9
Cc1cc2cc(C)c3nnc(SCC(=O)NCc4ccco4)n3c2cc1C	0.9	-42	33	-0.2	11	-0.4	0.9	5	2.3	1	0.7
CCn1ccc(-c2ccccc2)c(C#N)c1=O	1	-14	5	0.1	0	0.0	1	2	0.6	-9	1
Cc1cc2nc3c(=O)[nH]c(=O)[nH]c3nc2c([N+](=O)[O-])c1N	0.5	-29	65*	-0.1	31	-0.3	0.9	-13	0.5	30	0.3
C=CCNS(=O)(=O)c1ccc2c(c1)n(C)c(=O)n2C	1.1	-5	9	-0.2	0	15	1.1	-18	-0.1	-4	0.9
Cc1oc(-c2ccc(Cl)cc2)nc1CN1CCCC(C(=O)NCCCN2CCCC2=O)C1 (stereo unspecified)	0.9	-16	15	-0.3	-2	-1.1	0.9	-8	-0.9	12	0.9
O=C(N/N=C/C(Cl)=C/c1ccccc1)c1cnccn1	1	·	-3	-0.3	8	0.7	1	12	1.7	6	1
COC(=O)c1ccccc1NC(=O)CC#N	1	-24	12	0.2	-5	-0.6	1	-6	-0.1	-5	0.9
c1ccc(CNc2nnnn2-c2ccccc2)cc1	1	·	15	-0.1	-3	0.0	1	4	2.8	3	0.8
CCN1C=C(Cc2ccc(OC)cc2)C2=C(C1)C(c1ccc(OC)cc1)C(C#N)=C(N)O2 (stereo unspecified)	0.7	·	7	-0.2	100*	-3.5	1	3	1.3	4	0.9
COc1cccc(C(=O)Nc2ccc(NC(=O)C3CC3)cn2)c1	0.9	26	8	0.1	1	2.1	0.9	-8	3.3	3	0.9
COc1ccc(OC)c(/C=N/c2c(-c3ccc(O)c(OC)c3)nc3ccccn23)c1	0.6	-21	42	-0.2	9	-0.4	0.7	-4	-0.5	8	0.6
CCCCOc1ccc(NC2=NC3(CCCCC3)N=C(N)N2)cc1	0.9	-25	-14	-0.3	3	1.8	0.9	1	-1.9	-3	1.1
NC(=O)c1oc2ccccc2c1NC(=O)C1COc2ccccc2O1 (stereo unspecified)	1	-4	16	-0.1	-6	1.0	1	7	3.5	5	0.8
CC(=O)NC(CC(=O)NC12CC3CC(CC(C3)C1)C2)c1ccccc1 (stereo unspecified)	1	-11	17	-0.2	63*	-0.6	1	-5	-0.1	-8	0.8
CCCCCCC(=O)c1c(C)[nH]c(C(=O)OCC)c1C	0.9	-5	17	0.5	2	2.4	0.8	-5	2.0	-33	0.8
O=[N+]([O-])c1nn(-c2ccc3c(c2)OCCO3)n(O)c1=NCc1ccc(F)cc1Cl	1	1	12	-0.1	85*	-0.5	1	-11	4.7	7	0.9

Exported comma-delimited: eight of the compounds above.
Structure,PMI act satM6P,S1P3 antag,Diaphorase inh,Hsp70 activator,Lmaj promast,DTT redox prof,PMI activator,TLR4-MyD88 BLA,RAM inhibit,G6PDH counter,Diaph act CS
O=C(N/N=C/C(Cl)=C/c1ccccc1)c1cnccn1,1,·,-3,-0.3,8,0.7,1,12,1.7,6,1
COC(=O)c1ccccc1NC(=O)CC#N,1,-24,12,0.2,-5,-0.6,1,-6,-0.1,-5,0.9
c1ccc(CNc2nnnn2-c2ccccc2)cc1,1,·,15,-0.1,-3,0.0,1,4,2.8,3,0.8
CCN1C=C(Cc2ccc(OC)cc2)C2=C(C1)C(c1ccc(OC)cc1)C(C#N)=C(N)O2 (stereo unspecified),0.7,·,7,-0.2,100*,-3.5,1,3,1.3,4,0.9
COc1cccc(C(=O)Nc2ccc(NC(=O)C3CC3)cn2)c1,0.9,26,8,0.1,1,2.1,0.9,-8,3.3,3,0.9
COc1ccc(OC)c(/C=N/c2c(-c3ccc(O)c(OC)c3)nc3ccccn23)c1,0.6,-21,42,-0.2,9,-0.4,0.7,-4,-0.5,8,0.6
CCCCOc1ccc(NC2=NC3(CCCCC3)N=C(N)N2)cc1,0.9,-25,-14,-0.3,3,1.8,0.9,1,-1.9,-3,1.1
NC(=O)c1oc2ccccc2c1NC(=O)C1COc2ccccc2O1 (stereo unspecified),1,-4,16,-0.1,-6,1.0,1,7,3.5,5,0.8

Assay outcomes: PubChem BioAssay, several laboratories
